Bfl-1 Bim block = inhibitors of Bim binding to Bfl-1, primary screen, biochemical, multiplexed, bead-based flow cytometry; Bcl-2-related protein A1 (Homo sapiens), Q16548; Bim-Bfl-1 binding inhibition; inhibition, % at 10 µM; actives 0.12% (n = 190,000);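 further: 0% = wells without compound plus tracer and 100% = blocker peptide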
Rac1 mut GTP = GTP binding modulators of activated mutant Rac1, primary screen, biochemical, bead-based flow cytometry, multiplex, fluorescent GTP; GST-Rac1 activated beads; actives lie on both sides; 100% means binding = to untreated wells; Ras-related C3 botulinum toxin substrate 1 (Homo sapiens), P63000; actives 0.11% (n = 190,000); percent activity (GTP binding), % at 10 µM;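 active means GTP binding at least 20 percentage points away from the 100% baseline, in either direction, so actives lie on both sides; inconclusive means Compound likely fluorescent itself, or too few beads counted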
HRas wt GTP bind = modulators of GTP binding to HRas wildtype, primary screen, biochemical, bead-based flow cytometry, multiplex; GTP binding activity, % at 10 µM; AID 759, 2007; GST-Ras wt beads, Bodipy-FL-GTP binding; actives lie on both sides; actives 0.14% (n = 190,000);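 active means GTP binding activity at least 20% away from the 100% baseline, either lowered as inhibitor or raised as activator; inconclusive means flagged as likely green fluorescent, judged across all proteins in the well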;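 further: 0% = unlabeled GTP competition control and 100% = no-compound control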
Target sequence (P01112 whole entry, looked up): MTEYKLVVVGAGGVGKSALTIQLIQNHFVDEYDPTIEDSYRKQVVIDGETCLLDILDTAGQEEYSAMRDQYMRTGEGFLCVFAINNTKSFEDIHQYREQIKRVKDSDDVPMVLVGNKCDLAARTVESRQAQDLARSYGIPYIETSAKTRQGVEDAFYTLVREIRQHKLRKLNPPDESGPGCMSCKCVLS
Rab7 wt GTP bind = modulators of GTP binding to Rab7, primary screen, biochemical, wildtype, multiplex bead flow cytometry; GST-Rab7 beads, fluorescent GTP binding; actives lie on both sides; untreated = 100%, excess cold GTP = 0%; GTP binding activity (percent of control), % at 10 µM; actives 0.055% (n = 190,000);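 active means fluorescent GTP binding to Rab7 beads changed by at least 20 points from the 100% baseline, either direction, mostly lower; inconclusive means compound itself probably fluorescent, or too few beads counted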;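 further: median green fluorescence of bound Bodipy-FL-GTP per Rab7 bead population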
Rab2A wt mod = modulators of GTP binding to Rab2A wildtype, primary screen, biochemical, dog, bead-based flow cytometry, multiplex | AID 760, 2007 | GTP binding activity, % at 10 µM | GST-Rab2 wt beads, Bodipy-GTP binding | actives 0.19% (n = 190,000) | Ras-related protein Rab-2A (Canis lupus familiaris), P61105;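 active means GTP binding activity at least 20 points away from 100%, either lowered or raised; inconclusive means signal likely due to the compound's own green fluorescence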;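 further: 0% = beads with excess unlabeled GTP and 100% = no-compound control corrected for plate trend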
Bim-Bcl-2 = inhibitors of Bim-Bcl-2 binding, primary screen, biochemical, multiplexed, human Bcl-2 family; Bead-based flow cytometry, Bim peptide-Bcl-2 binding; Apoptosis regulator Bcl-2 (Homo sapiens), P10415; AID 950, 2007; actives 0.06% (n = 190,000); inhibition, % at 10 µM; in the data active means inhibition above about 40%; inconclusive means no clear call, values can overlap the other calls;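 further: 0% = no compound wells with probe peptide and 100% = reference peptide inhibitor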
Bcl-B Bim block = inhibitors of Bim-Bcl-B binding, primary screen, biochemical, multiplexed, human Bcl-2 family; bead-based flow cytometry, Bim peptide-Bcl-B binding; inhibition, % at 10 µM; actives 0.073% (n = 190,000);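 further: 0% = tracer peptide without compound and 100% = reference inhibitor peptide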
Target sequence (Q9HD36 whole entry, looked up): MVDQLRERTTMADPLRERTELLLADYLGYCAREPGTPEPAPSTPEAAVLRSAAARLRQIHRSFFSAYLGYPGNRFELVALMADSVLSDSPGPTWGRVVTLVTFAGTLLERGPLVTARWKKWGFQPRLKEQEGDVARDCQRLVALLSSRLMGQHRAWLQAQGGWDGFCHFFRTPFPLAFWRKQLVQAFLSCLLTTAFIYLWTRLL
Rac1 wt GTP bind = wildtype Rac1 GTP binding modulators, primary screen, biochemical, GST-Rac1 beads, flow cytometry, multiplex; fluorescent GTP binding; actives lie on both sides; 0 = cold GTP competed, 100 = untreated; GTP binding activity (% of control), % at 10 µM; actives 0.27% (n = 190,000); AID 757, 2007;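 active means GTP binding activity at least 20 points away from the 100% control level, either lower or higher; inconclusive means compound flagged as likely green fluorescent, judged across all proteins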
Bcl-W Bim block = inhibitors of Bim binding to Bcl-W, primary screen, biochemical, multiplexed, bead-based flow cytometry | Bcl-2-like protein 2 (Homo sapiens), Q92843 | Bim peptide-Bcl-W binding | inhibition, % at 10 µM | actives 0.02% (n = 190,000) | AID 952, 2007;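 further: 0% = bound tracer without compound and 100% = peptide blocker; higher means less fluorescent Bim peptide bound to Bcl-W beads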
Target sequence (Q92843 whole entry, looked up): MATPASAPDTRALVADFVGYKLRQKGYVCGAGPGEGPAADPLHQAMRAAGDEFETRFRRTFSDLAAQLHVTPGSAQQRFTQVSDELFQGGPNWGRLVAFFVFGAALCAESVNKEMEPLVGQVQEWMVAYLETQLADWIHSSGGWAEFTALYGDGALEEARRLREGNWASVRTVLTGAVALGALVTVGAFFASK
Cdc42 wt GTP = modulators of GTP binding to wildtype Cdc42, primary screen, biochemical, multiplex bead flow cytometry, Bodipy-GTP | percent activity (GTP binding), % at 10 µM | Cell division control protein 42 homolog (Homo sapiens), P60953 | actives 0.2% (n = 190,000) | GST-Cdc42 beads; actives lie on both sides;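 active means percent activity GTP binding at least 20 points away from the 100% baseline, either down as inhibitor or up as activator; inconclusive means compound flagged as likely green fluorescent from well-wide comparison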;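 further: median bead fluorescence of bound Bodipy-FL-GTP at 100 nM; 0% = excess unlabeled GTP control and 100% = no compound control; below 100% means less GTP binding so inhibitor and above means activator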
Target sequence (P60953 whole entry, looked up): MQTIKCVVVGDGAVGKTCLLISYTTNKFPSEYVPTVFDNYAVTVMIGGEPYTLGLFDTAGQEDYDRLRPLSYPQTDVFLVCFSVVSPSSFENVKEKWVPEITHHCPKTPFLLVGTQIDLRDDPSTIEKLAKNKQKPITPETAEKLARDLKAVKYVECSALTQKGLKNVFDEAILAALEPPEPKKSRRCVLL
Bim-Bcl-XL = inhibitors of Bim-Bcl-XL binding, primary screen, biochemical, multiplexed, bead flow cytometry, human Bcl-XL. actives 0.04% (n = 190,000). Bcl-2-like protein 1 (Homo sapiens), Q07817. AID 1007, 2008. Bim peptide-Bcl-XL binding, fluorescence. inhibition, % at 10 µM
Target sequence (Q07817 whole entry, looked up): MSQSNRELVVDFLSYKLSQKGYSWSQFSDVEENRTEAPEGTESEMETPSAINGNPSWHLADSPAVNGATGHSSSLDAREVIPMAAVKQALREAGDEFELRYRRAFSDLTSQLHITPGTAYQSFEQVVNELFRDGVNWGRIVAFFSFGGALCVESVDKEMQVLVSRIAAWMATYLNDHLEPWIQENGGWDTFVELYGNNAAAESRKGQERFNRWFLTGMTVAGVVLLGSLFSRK
Starred values were filed as active, the others as inactive; ? = inconclusive. Unless noted, no stated cut-off is given here; in the data, active means inhibition above about 40%.

SMILES	Bfl-1 Bim block	Rac1 mut GTP	HRas wt GTP bind	Rab7 wt GTP bind	Rab2A wt mod	Bim-Bcl-2	Bcl-B Bim block	Rac1 wt GTP bind	Bcl-W Bim block	Cdc42 wt GTP	Bim-Bcl-XL
Cn1nnnc1SCC(=O)Nc1ccc2c(c1)OCO2	-2.0	94.0	94.0	103.0	98.0	-1.0	-2.0	99.0	0.0	99.0	0.0
C=C(C)CNC(=O)CCc1nnc(C2(c3ccc(Cl)cc3)CCC2)o1	-8.0	96.0	97.0	94.0	97.0	0.0	-4.0	98.0	-3.0	95.0	-3.0
CCN(CC)c1cc(C)c2cc(NC(=O)CNC(C)=O)ccc2n1	-2.0	99.0	101.0	98.0	100.0	4.0	1.0	101.0	2.0	100.0	1.0
CCOc1ccc(CNC(=O)NS(=O)(=O)c2ccc(OC)cc2)cc1	-1.0	96.0	97.0	92.0	94.0	1.0	0.0	99.0	1.0	100.0	-2.0
CC(=O)OCCCNc1cc(Sc2ccc(C)cc2)c2nonc2c1[N+](=O)[O-]	-3.0	90.0	96.0	93.0	95.0	0.0	-10.0	94.0	1.0	94.0	-3.0
O=C(O)c1cc(-c2ccc(N3CCOCC3)cc2)nn1-c1ccc(F)cc1	-6.0	96.0	97.0	97.0	97.0	-3.0	-6.0	99.0	-5.0	100.0	-6.0
Cn1c(N)c(C(=O)COC(=O)C2CCCN2C(=O)c2cccs2)c(=O)n(C)c1=O (stereo not given)	-4.0	97.0	92.0	98.0	95.0	-5.0	-4.0	99.0	-1.0	95.0	-2.0
CC(=O)[C@@H]1[C@@H]2C(=O)N(Cc3ccccc3)C(=O)[C@@H]2C2c3ccccc3C=CN21 (stereo not given in full)	2.0	100.0	102.0	105.0	101.0	-1.0	-6.0	102.0	-4.0	102.0	0.0
Cc1ccc(C(C(=O)NC2CCCC2)N(Cc2cccs2)C(=O)CNC(=O)c2cccs2)o1 (stereo not given)	0.0	92.0	98.0	96.0	95.0	0.0	0.0	93.0	-2.0	94.0	0.0
O=C(c1cnn2ccccc12)N1CCN(C2CCCCC2)CC1	-8.0	102.0	102.0	98.0	100.0	-4.0	-3.0	106.0	0.0	100.0	0.0
Cc1sc(NC(=O)CSc2nnc(-c3ccccc3)o2)c(C#N)c1C	-6.0	103.0	105.0	102.0	104.0	-6.0	-12.0	110.0	3.0	102.0	-2.0
CCOC(=O)c1cnc2ccc(C(=O)OC)cc2c1Nc1ccc(C(=O)O)cc1	-7.0	93.0	95.0	95.0	96.0	-2.0	-2.0	99.0	1.0	93.0	0.0
CCC(NC(=O)NCc1ccccc1)(C(F)(F)F)C(F)(F)F	-8.0	101.0	102.0	103.0	101.0	-2.0	-10.0	104.0	-5.0	102.0	-13.0
COCCn1c(=NC(=O)CSC(C)=O)sc2cc(F)ccc21	-8.0	98.0	99.0	97.0	98.0	-4.0	-3.0	99.0	0.0	102.0	-2.0
CCOC(=O)c1c(NC(=O)c2ccco2)sc(C(=O)N2CCCC2)c1C	-5.0	99.0	101.0	100.0	98.0	-6.0	-3.0	103.0	-2.0	99.0	-1.0
C/C(=N\Nc1ccc([N+](=O)[O-])cc1)c1ccc(O)cc1	-1.0	88.0	88.0	99.0	90.0	1.0	-4.0	91.0	-2.0	90.0	1.0
CCOC(=O)c1sc(=S)n(-c2ccccc2Cl)c1SC	-3.0	94.0	96.0	99.0	96.0	-1.0	0.0	95.0	-4.0	92.0	-10.0
CCOC(=O)c1c(NC(=O)/C=C/C(=O)O)sc(C)c1-c1ccc(C(C)(C)C)cc1	-5.0	94.0	95.0	92.0	94.0	-2.0	-3.0	95.0	-1.0	95.0	2.0
O=C1c2ccccc2NC(c2ccncc2)N1c1ccccn1 (stereo not given)	0.0	93.0	96.0	93.0	92.0	-1.0	1.0	92.0	-1.0	94.0	-1.0
COc1ccc2oc(C)c(C(=O)Cn3ccnc3)c2c1	-13.0	95.0	98.0	96.0	97.0	-7.0	-10.0	96.0	-2.0	97.0	-1.0
COc1ccc(OC)c(CN2CCCC(CCC(=O)N(C)CCc3ccccn3)C2)c1 (stereo not given)	-9.0	93.0	97.0	97.0	96.0	-5.0	-1.0	95.0	-3.0	96.0	-5.0
COCCn1c(=O)[nH]c2cc(C(=O)NCCc3ccc(OC)c(OC)c3)ccc2c1=O	-9.0	101.0	104.0	103.0	105.0	-9.0	-8.0	110.0	3.0	107.0	-5.0
Cn1c(COc2cccc3cccnc23)nnc1SCC(=O)O	-4.0	97.0	99.0	98.0	99.0	-5.0	-1.0	100.0	-2.0	99.0	-5.0
CCN(CC)c1ccc(-n2c(C)cc(C=O)c2C)cc1	-11.0	104.0	101.0	100.0	102.0	-6.0	-5.0	106.0	3.0	106.0	7.0
COc1ccccc1NC(=O)CC(NCCN(C)C)C(=O)O (stereo not given)	-16.0	98.0	101.0	103.0	101.0	-6.0	-12.0	104.0	1.0	102.0	-9.0

Among those listed so far, 2 contain a Cl atom:
SMILES	Bfl-1 Bim block	Rac1 mut GTP	HRas wt GTP bind	Rab7 wt GTP bind	Rab2A wt mod	Bim-Bcl-2	Bcl-B Bim block	Rac1 wt GTP bind	Bcl-W Bim block	Cdc42 wt GTP	Bim-Bcl-XL
C=C(C)CNC(=O)CCc1nnc(C2(c3ccc(Cl)cc3)CCC2)o1	-8.0	96.0	97.0	94.0	97.0	0.0	-4.0	98.0	-3.0	95.0	-3.0
CCOC(=O)c1sc(=S)n(-c2ccccc2Cl)c1SC	-3.0	94.0	96.0	99.0	96.0	-1.0	0.0	95.0	-4.0	92.0	-10.0

Next records
SMILES	Bfl-1 Bim block	Rac1 mut GTP	HRas wt GTP bind	Rab7 wt GTP bind	Rab2A wt mod	Bim-Bcl-2	Bcl-B Bim block	Rac1 wt GTP bind	Bcl-W Bim block	Cdc42 wt GTP	Bim-Bcl-XL
COc1ccc(OC)c(-n2cc3c(=O)n(C)c(=O)n(C)c3c2)c1	-10.0	96.0	97.0	96.0	97.0	-3.0	-2.0	99.0	2.0	99.0	-4.0
Cc1ccc(NC(=O)C2Cc3ccccc3CN2C(=O)c2ccccc2)cc1Cl (stereo not given)	-12.0	97.0	96.0	97.0	99.0	-2.0	-7.0	101.0	-6.0	100.0	-9.0
CCOC(=O)c1nnc(-c2cccs2)nc1Oc1ccccc1C(=O)OC	-10.0	91.0	99.0	100.0	98.0	-9.0	-11.0	99.0	0.0	96.0	-5.0
Cc1ccc(C2C(C#N)=C(N)SC(N)=C2C#N)o1	6.0	95.0	92.0	96.0	91.0	2.0	-8.0	97.0	9.0	95.0	1.0
O=C(NNC(=S)NC(=O)c1cccs1)c1cccnc1	-6.0	92.0	94.0	103.0	94.0	-3.0	-22.0	97.0	-6.0	92.0	-8.0
Cc1ccccc1CSc1nc2ccccc2c(=O)[nH]1	-4.0	102.0	102.0	99.0	100.0	-4.0	-3.0	103.0	-3.0	102.0	-5.0
CC(=O)c1ccc(OC(C)C)c(Cc2c(O)nc(N)[nH]c2=O)c1	-12.0	100.0	103.0	101.0	101.0	-3.0	-5.0	102.0	-3.0	102.0	-6.0
Cc1[nH]n(-c2ccccc2)c(=O)c1-c1ccc(Cl)cc1	-1.0	99.0	98.0	100.0	98.0	-3.0	-5.0	103.0	0.0	99.0	-2.0
COc1cc(CNCc2ccc(OC)c(OC)c2OC)cc(OC)c1	-4.0	94.0	98.0	99.0	97.0	-2.0	-3.0	101.0	2.0	97.0	-3.0
Cc1ccc(-c2nc(C(=O)O)cs2)cc1	-4.0	97.0	99.0	102.0	99.0	0.0	-7.0	99.0	0.0	99.0	0.0
CCCc1cc(C(=O)Nc2ccccc2C(=O)OC)no1	-12.0	98.0	99.0	94.0	101.0	-13.0	-11.0	102.0	-7.0	103.0	-11.0
Cc1ccc(Nc2nnc(SCC(=O)Nc3ccccc3[N+](=O)[O-])s2)cc1	-6.0	98.0	97.0	98.0	97.0	-10.0	-7.0	101.0	-4.0	103.0	-4.0
CC(C)OC(=O)CSc1nc2ncccc2[nH]1	2.0	97.0	95.0	92.0	94.0	5.0	0.0	96.0	0.0	96.0	2.0
Cc1ccc2cc(CN(CC3CCCO3)C(=S)Nc3ccccc3)c(=O)[nH]c2c1 (stereo not given)	-2.0	?	?	?	?	3.0	-5.0	?	4.0	?	2.0
COc1ccc(C(C)=O)c(Oc2nc(CN3CCOCC3)nc3scc(-c4cccs4)c23)c1	0.0	95.0	98.0	96.0	99.0	-1.0	-3.0	100.0	-1.0	101.0	-3.0
Cc1[nH]nc2c1C(C1CC=CCC1)C(C#N)=C(N)O2 (stereo not given)	-5.0	95.0	97.0	98.0	97.0	-3.0	-3.0	99.0	-1.0	97.0	-26.0
COC(=O)CSc1nc(-c2ccccc2)nc2ccccc12	-3.0	95.0	96.0	106.0	99.0	-2.0	0.0	99.0	0.0	98.0	0.0
CCc1ccc(-c2cn3nc(C)c(C)nc3n2)cc1	-3.0	100.0	100.0	100.0	101.0	-2.0	-4.0	102.0	-3.0	101.0	0.0
Cc1ccc2nc(N3CCN(c4ccccc4F)CC3)c(C=O)c(=O)n2c1	-6.0	88.0	93.0	95.0	90.0	-2.0	-6.0	92.0	-3.0	90.0	-3.0
CC(Sc1nnnn1C)C(=O)NC1CCCc2ccccc21 (stereo not given)	-6.0	90.0	92.0	93.0	95.0	-1.0	-2.0	88.0	1.0	94.0	0.0
O=C(COC(=O)c1ccc(Br)o1)Nc1cccc(S(=O)(=O)N2CCCCCC2)c1	0.0	98.0	101.0	101.0	101.0	-4.0	1.0	101.0	-2.0	101.0	0.0
O=C(NC12CC3CC(CC(C3)C1)C2)c1ccc(COc2ccc(Cl)cc2[N+](=O)[O-])o1	0.0	102.0	103.0	108.0	106.0	3.0	1.0	105.0	0.0	102.0	-1.0
NCCn1c(-c2ccccc2)cc(C(=O)O)c1-c1ccccc1F	-1.0	98.0	102.0	103.0	102.0	0.0	-1.0	106.0	-1.0	103.0	0.0
CCOC(=O)c1c(C)oc2cc(Br)c(OC(C)C(=O)OCC)cc12 (stereo not given)	0.0	97.0	98.0	100.0	99.0	4.0	-2.0	99.0	0.0	99.0	2.0
Cn1c(SCC(=O)N2CCN(c3cccc(Cl)c3)CC2)nnc1-c1ccncc1	-19.0	99.0	101.0	102.0	101.0	-11.0	-11.0	107.0	-5.0	102.0	-11.0

Source: PubChem BioAssay
